PriA SSB inh = K. pneumoniae PriA-SSBct interaction inhibition. AlphaScreen SSBct-PriA binding, biotinylated peptide. inhibition, % at 33 µM. 0.6% of 430,000 active. AID 1272365; in the data active = inhibition mostly above about 37%, no sharp cut-off; inactive = mostly below about 20%;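 also: plate controls were negative control peptide for no effect and reference peptide for full effect; strong numbers were not always called active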
Starred values were filed as active, the others as inactive; i = inactive; & = joins results of further samples; ! = not confirmed by another sample.

structure	PriA SSB inh
COc1ccc(C(=O)Nc2nc(CC(=O)NCc3cccs3)cs2)cc1OC	-4
O=C(Nn1c(=O)c2ccccc2c2ccccc2c1=O)c1ccccc1	5
COC(=O)c1ccc(OC(=O)CCn2nc(C)c(Cl)c2C)cc1	-4
CCOc1cc(C=NO)ccc1OCc1ccc(F)cc1	-5
COc1ccc(CCC(=O)NCCn2ccnc2-c2ncccn2)cc1	96*
O=C(NN=Cc1ccc(Cl)cc1)Nc1ccccc1	-9
O=C(NCc1ccccc1)C(=O)NCC1CCN(Cc2ccco2)CC1	-8
O=c1oc2ccc(Br)cc2cc1S(=O)(=O)N1CCc2ccccc2C1	0
C(=N/NC1=NCCCCC1)/c1ccc2c(c1)OCO2	2
Cc1cccc(C(=O)Nc2ccc(C(=O)NN=Cc3cccc(C)n3)cc2)c1	-5
O=C1N(c2ccccc2)C2CS(=O)(=O)CC2N1c1cccc2ccccc12 (stereo not given)	6
C=C(C)Cn1c(SCC(=O)N2CCc3ccccc32)nc2sc3c(c2c1=O)CCC3	-6
Cc1cc(C)nc(NS(=O)(=O)c2ccc(NC(=O)C(c3ccccc3)c3ccccc3)cc2)n1	-7
O=[N+]([O-])c1ccc(N2CCN(S(=O)(=O)/C=C/c3ccccc3)CC2)cc1	18
O=C(O)CCc1nnc(SCc2ccccc2Cl)[nH]c1=O	0
CCOC(=O)c1cc(C)nn1C	7
Cc1ccc(-c2nnc(NC(=O)c3ccn(C)n3)o2)c(C)c1	9
COc1ccc(C=Nn2c(C)nc3c([nH]c4ccccc43)c2=O)cc1CN1CCCC(C)(C)C1	-13
COC(=O)c1c(NC(=S)NC(=O)/C=C/c2cccs2)sc2c1CCCC2	-8
Cc1ccc(S(=O)(=O)Nc2ccccc2C(=O)N=c2sc3c(Cl)ccc(C)c3n2C)cc1	-12
O=C(Cn1c(-c2ccncc2)nc2ccccc21)Nc1cccc(Cl)c1	1
CCS(=O)(=O)c1ccc(-c2ccc(NS(=O)(=O)c3ccccc3[N+](=O)[O-])cc2)nn1	-3
CCOC(=O)Nc1cnc2ccnn2c1	-9
O=C(NCC1CCN(c2nc3ccccc3o2)CC1)c1ccc2nsnc2c1	0
CC(=NNC(=O)CN1CCCCC1)c1cccc([N+](=O)[O-])c1	-4
CCC(=O)Nc1ccc(SCC(=O)NCc2ccco2)nn1	-10&4
S=c1[nH]nc(-c2cc(-c3ccccc3)n[nH]2)n1N=Cc1cccc(Cl)c1	13
O=C(Cc1csc(NC(=O)C2CC2)n1)NCc1cccnc1	-11
CS(=O)(=O)c1ccc(CCC(=O)NCc2cccc(Oc3ccccn3)c2)cc1	-19
Cc1cc(S(=O)(=O)NCCOc2ccc(F)cc2)ccc1F	-10
COc1ccc(C[C@](C)(O)CNC(=O)c2ccc3ncsc3c2)cc1	7
O=S(=O)(CCOc1ccccc1)NCc1cncc(-c2ccsc2)c1	-5
Cn1cnc(S(=O)(=O)NCCC(O)C(C)(C)C)c1 (stereo not given)	0
CCOc1cccc2sc(N(Cc3ccccn3)C(=O)c3ccc(S(=O)(=O)N(C)C)cc3)nc12	-8
CN(C)CCCN1C(=O)C(O)=C(C(=O)c2ccco2)[C@H]1c1cccnc1	-24
COc1ccc(S(=O)(=O)NCCOc2ccc3nnc(C)n3n2)cc1F	-17&0
CC(C)(C)OC(=O)NN=Cc1cc(N=Nc2ccccc2)ccc1O	9
CC[C@H](Sc1nc2cc(OC)c(OC)cc2c2nc(CCn3c(C)nc4ccccc43)nn12)C(=O)NC1CCCCC1	-10
O=C(CSc1nnc2ccc(C(=O)Nc3cccc(F)c3)cn12)Nc1ccccc1C(F)(F)F	11
COc1ccc2sc(Nc3nc(-c4ccccc4)c(C(=O)c4ccccc4)s3)nc2c1	-28&3
COc1cc(C=NNS(=O)(=O)c2ccc(C)cc2)ccc1OCc1ccc(C(=O)O)cc1	-2
Cc1ccc(C(N=C=S)=NCc2ccc([N+](=O)[O-])cc2)cc1	21
COCCN1CCC(CNS(=O)(=O)c2ccc(OC)c(Cl)c2)CC1	-15
C=CCn1c(=NC(=O)c2ccco2)sc2cc(F)ccc21	-15
CC(O)(CNC(=O)Nc1cccs1)c1ccc(-c2ccccc2)cc1 (stereo not given)	-7
O=C(c1cc2ccccc2oc1=O)N1CCN(c2nc3c(F)cc(F)cc3s2)CC1	-23
O=C(CSc1ccc(-n2cnc(-c3ccccc3)c2)nn1)NCc1ccc(F)cc1	2
Cc1ccc(S(=O)(=O)CCC(=O)Nc2sc3c(c2-c2nc4ccccc4s2)CCCC3)cc1	6
CCn1cc(Cl)c(C(=O)N2CCc3nc4ccc(Cl)cn4c(=O)c3C2)n1	13
O=S(=O)(NCc1nnnn1C1CCCCC1)c1cccc(F)c1	-1
Cc1cc(NC(=O)C(=O)NCCN2CCN(c3ccc(F)cc3)CC2)no1	-21
COc1ccc(C(=O)C=CNc2ccccn2)cc1	-9
Cn1cc(C(=O)N2CCN(C(=O)c3ccco3)CC2)c2[nH]c(=O)n(-c3ccc(F)cc3)c(=O)c21	-11
O=C(NCCN1Cc2cc(Cl)ccc2OCC1=O)c1cccc(OC(F)(F)F)c1	-5
O=C(CCC(=O)Nc1ccc(Cl)cc1Cl)NN=Cc1ccc([N+](=O)[O-])o1	-5
Cc1ccc(S(=O)(=O)Nc2ccc3c(c2)N(CCC(C)C)C(=O)C(C)(C)CO3)c(C)c1	-7
Cc1cc(C)c2sc(NCc3cccnc3)nc2c1	20
O=C(CSc1ccc2ccccc2n1)NCc1ccco1	-7&-2
Cn1c(O)c(C=C2C=c3ccccc3=NC2=O)c(=O)n(C)c1=O	-3
O=C(NCCc1ncc(-c2cccs2)[nH]1)c1c(F)cccc1Cl	1

Additional records:
structure	PriA SSB inh
CC(=NNc1ccc(Cl)c(C(=O)O)c1)c1cccs1	-12
CN(C)c1ccc(-c2nc3ccccc3n2CCOc2ccccc2)cc1	29*
O=C(NCCn1nc(C2CC2)n(-c2ccccc2)c1=O)c1cc(=O)c2ccccc2o1	4
O=S(=O)(NCc1nnnn1C1CCCCC1)c1cccs1	1
CCOc1ccc2c(c1)sc(=NC(=O)c1cc(C)no1)n2CC	-6
O=C(NCCn1ncc2c(=O)n(Cc3ccccc3F)cnc21)c1cccs1	-21&6
O=C(Nc1ccc(N2CCCCS2(=O)=O)cc1)C1CCCC1	1
O=C(Cn1c(-c2cccnc2)nc2ccccc21)Nc1ccc2c(c1)OCO2	4
CCc1c(C#N)c(SCC(=O)c2cc(C)n(CCOC)c2C)nc2c1C(=O)CC(C)(C)C2	-6&3
CC(C)NC(=O)N1CCC(c2nnc(C(C)C)o2)CC1	-1
O=C(NCCNc1cc(Nc2ccccn2)ncn1)c1cnccn1	-14
C=CCOc1cccc(C2C(=C(O)c3ccc(F)cc3)C(=O)C(=O)N2CCN2CCOCC2)c1 (stereo not given)	4
COC(=O)c1c(-c2cccs2)csc1NC(=O)c1ccco1	-6
COc1ccc(-c2ccc(=O)n(CCNC(=O)COc3ccc(F)cc3F)n2)cc1OC	1
COC(=O)c1ccc(C(=O)N2CCC(Oc3cccc4cccnc34)CC2)cc1	-9
CCCS(=O)(=O)c1c(Nc2ccc(OCC)cc2)sc(C(=O)c2ccc(C)cc2)c1N	5
CN(Cc1ccccc1)C(=NO)c1cccc(Cl)c1	-13
COc1ccc(C=NOCC(=O)Nc2nc3ccccc3s2)cc1OC	6
CCN1C(=O)C(C)(C)COc2ccc(NS(=O)(=O)c3ccc(NC(C)=O)cc3)cc21	10
CCOc1ccc(NC(=O)N2CCS[C@H](c3ccccc3C)CC2)cc1	5
O=C(Nc1nccs1)c1cccc(-n2ccc3ccccc32)c1	-4
O=C(NN=Cc1cccc(O)c1)c1ccc(COc2ccccc2Br)cc1	3
COc1ccc(Cl)cc1-n1nnc(C(=O)N2CCc3ccccc3C2)c1C	-10
NS(=O)(=O)c1ccc(CCNC(=O)C(=O)NCC(c2cccs2)N2CCc3ccccc32)cc1 (stereo not given)	-9

Given with each value named: entries from further up.
CN(C)c1ccc(-c2nc3ccccc3n2CCOc2ccccc2)cc1
- PriA SSB inh: 29*
O=C(NCCn1nc(C2CC2)n(-c2ccccc2)c1=O)c1cc(=O)c2ccccc2o1
- PriA SSB inh: 4

The list continues.
structure	PriA SSB inh
O=C(NN=Cc1cc(Br)c(O)c(Br)c1)c1cccc(C(F)(F)F)c1	2
Cc1ccc(C(=O)N/N=C/c2ccccc2[N+](=O)[O-])cn1	i
Cc1ccc(C(=O)Nc2ccc(Cc3ccc(NC(=O)c4ccc(C)cc4)cc3)cc2)cc1	6
COc1ccc(OC)c(C(=O)Nc2nnc(Cc3ccc(Cl)s3)o2)c1	-12
COc1ccc(Cl)cc1C(=O)NCCn1c(C)cc2ccccc21	2
O=S(=O)(NCC1(O)CCOc2ccccc21)C1CC1 (stereo not given)	-1
CC(C)(C)c1ccc2c(c1)OC(C(=O)N/N=C/c1ccncc1)CO2 (stereo not given)	i
COc1ncccc1C(=O)N1CCC(c2nnc(C3CC3)o2)CC1	-11
O=C(Nc1nnc(-c2ccccc2)o1)C1CC(=O)N(c2ccccc2)C1 (stereo not given)	44*!
CC(=NNC(=O)c1nnn(-c2nonc2N)c1COc1ccccc1)c1ccccc1	-12
CCCCOc1ccc(C(=O)NCC2COc3ccccc3O2)cc1OC (stereo not given)	19
O=C(Nc1ccccc1)C(=O)Nc1nc(-c2ccccn2)cs1	35
O=C(/C=C/c1ccc([N+](=O)[O-])cc1)c1ccc(Cl)cc1Cl	-9
CCc1ccc2nc(N(Cc3ccccn3)C(=O)C3=COCCO3)sc2c1	-30
COC(=O)c1ccc(C(=O)Nc2ccc(C(C)=O)cc2)cc1	-1
CCCCCCc1cc2cc(C(N)=O)c(=O)oc2cc1O	-3
CCCCSc1nnc(CSc2ncccn2)n1CCc1ccccc1	4
Cc1cccc(C(=O)NN=CC(C)Cc2ccc3c(c2)OCO3)c1 (stereo not given)	0
O=C(Nc1ccccc1Cc1nc(-c2ccco2)no1)c1ccc2c(c1)OCO2	-14
O=C(NCCCS(=O)(=O)N1CCN(c2ccccc2)CC1)c1ccc[nH]c1=O	3
Cc1ccc(C)c(C(=O)NCC2CCN(c3ncccc3C#N)CC2)c1	8
CC(=NNC(=O)CNC(=O)c1cccnc1)c1ccc([N+](=O)[O-])cc1	-9
CC(=O)c1cccc(S(=O)(=O)NCC#CCN(C)Cc2ccccc2)c1	-5
Cn1cccc1[C@@H](O)CNC(=O)c1cccc2ccccc12	-14
CCOC(=O)c1ccc(Nc2nn3c(=O)c4ccc(Cl)cc4nc3s2)cc1	-2

Molecules above containing two or more sulfur atoms (14):
structure	PriA SSB inh
COc1ccc(C(=O)Nc2nc(CC(=O)NCc3cccs3)cs2)cc1OC	-4
C=C(C)Cn1c(SCC(=O)N2CCc3ccccc32)nc2sc3c(c2c1=O)CCC3	-6
COC(=O)c1c(NC(=S)NC(=O)/C=C/c2cccs2)sc2c1CCCC2	-8
Cc1ccc(S(=O)(=O)Nc2ccccc2C(=O)N=c2sc3c(Cl)ccc(C)c3n2C)cc1	-12
CCS(=O)(=O)c1ccc(-c2ccc(NS(=O)(=O)c3ccccc3[N+](=O)[O-])cc2)nn1	-3
O=S(=O)(CCOc1ccccc1)NCc1cncc(-c2ccsc2)c1	-5
CCOc1cccc2sc(N(Cc3ccccn3)C(=O)c3ccc(S(=O)(=O)N(C)C)cc3)nc12	-8
COc1ccc2sc(Nc3nc(-c4ccccc4)c(C(=O)c4ccccc4)s3)nc2c1	-28&3
Cc1ccc(S(=O)(=O)CCC(=O)Nc2sc3c(c2-c2nc4ccccc4s2)CCCC3)cc1	6
O=S(=O)(NCc1nnnn1C1CCCCC1)c1cccs1	1
COC(=O)c1c(-c2cccs2)csc1NC(=O)c1ccco1	-6
CCCS(=O)(=O)c1c(Nc2ccc(OCC)cc2)sc(C(=O)c2ccc(C)cc2)c1N	5
NS(=O)(=O)c1ccc(CCNC(=O)C(=O)NCC(c2cccs2)N2CCc3ccccc32)cc1 (stereo not given)	-9
CCCCSc1nnc(CSc2ncccn2)n1CCc1ccccc1	4

A portion of the library; rates above refer to the full screens.
